From PubChem
SRC3 inh: SRC3 coactivator transcriptional activity inhibitors, primary screen, cell-based, luminescence. Nuclear receptor coactivator 3 (Homo sapiens), Q9Y6Q9. HEK293 GAL4-SRC3 luciferase reporter. inhibition, % at 3.6 µM. 360,000 compounds, 0.17% hits. AID 588352, 2011;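 active = inhibition above a per-campaign cutoff, the mean of all compounds plus 3 SD, cut at about 60% in these data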;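 also: 0% = DMSO-treated cells and 100% = gossypol-treated cells at 36 µM; higher means less SRC3-driven luciferase light from the GAL4 reporter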
NOD2-RIPK2 inh: NOD2-RIPK2 binding disruptors in cells, primary screen, fluorescence, CHO cells, BLA complementation; Receptor-interacting serine/threonine-protein kinase 2 (Homo sapiens), O43353; CCF4 ratio; inhibition, % at 4.98 µM; 360,000 compounds, 0.38% hits; in the data active = inhibition above about 21%;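 also: 0% = vehicle only and 100% = reference blocker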
SRC1 inh: SRC1 coactivator transcriptional activity inhibitors, primary screen, cell-based, luminescence; Nuclear receptor coactivator 1 (Homo sapiens), Q15788; HEK293 GAL4-SRC1 luciferase reporter; inhibition, % at 3.6 µM; 360,000 compounds, 0.12% hits;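 active = inhibition above the campaign mean plus 3 SD, with each screening campaign given its own cutoff, cut at about 60% in these data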;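 also: 0% = DMSO treated cells and 100% = gossypol at 36 µM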
ABHD5-PLIN5 inh: ABHD5-PLIN5 interaction inhibitors, primary screen, cell lysate, split luciferase complementation, luminescence; Perilipin-5 (Homo sapiens) + 1-acylglycerol-3-phosphate O-acyltransferase ABHD5 (Homo …; Split G. princeps luciferase complementation, 4 h; inhibition, % at 4 µM; 360,000 compounds, 0.78% hits; AID 602281, 2012;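 active = inhibition above the mean inhibition across every tested compound plus 3 SD, cut at about 22% in these data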;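 also: 0% = DMSO only wells and the 100% control is not disclosed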
Target sequence (Q00G26 whole entry, looked up): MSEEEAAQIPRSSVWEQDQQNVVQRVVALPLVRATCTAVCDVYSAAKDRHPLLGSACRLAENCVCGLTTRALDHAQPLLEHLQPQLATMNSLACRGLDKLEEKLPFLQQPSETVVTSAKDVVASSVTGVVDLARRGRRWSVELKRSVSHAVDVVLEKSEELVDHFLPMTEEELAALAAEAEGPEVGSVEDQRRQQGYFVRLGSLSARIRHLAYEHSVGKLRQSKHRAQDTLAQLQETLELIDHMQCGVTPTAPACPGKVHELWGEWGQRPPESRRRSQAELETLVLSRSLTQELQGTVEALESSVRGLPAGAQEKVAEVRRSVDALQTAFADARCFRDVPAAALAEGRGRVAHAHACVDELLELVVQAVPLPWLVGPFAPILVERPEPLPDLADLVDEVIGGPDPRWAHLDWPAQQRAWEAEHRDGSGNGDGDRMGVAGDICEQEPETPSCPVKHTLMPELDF
Target sequence (Q8WTS1 whole entry, looked up): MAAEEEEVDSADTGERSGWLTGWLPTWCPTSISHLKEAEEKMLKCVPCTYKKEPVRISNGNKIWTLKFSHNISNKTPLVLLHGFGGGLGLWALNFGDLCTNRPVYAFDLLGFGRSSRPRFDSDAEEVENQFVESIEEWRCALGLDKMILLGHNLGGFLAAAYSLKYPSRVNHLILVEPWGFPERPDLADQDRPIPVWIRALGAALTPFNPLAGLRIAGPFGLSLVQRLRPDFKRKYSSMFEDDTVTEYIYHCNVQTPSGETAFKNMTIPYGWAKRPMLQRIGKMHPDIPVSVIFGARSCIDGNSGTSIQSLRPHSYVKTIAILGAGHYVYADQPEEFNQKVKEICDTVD
MC4R antag cAMP: MC4R antagonists of cAMP signaling, primary screen, cell-based, TR-FRET, antagonist arm of biased-ligand search. Melanocortin receptor 4 (Homo sapiens), P32245. MC4R-expressing cells, MTII-stimulated cAMP, LANCE TR-FRET. inhibition, % at 6.5 µM. 360,000 compounds, 0.48% hits;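 active = inhibition above its plate's cutoff, the mean of tested wells on that plate plus 3 SD, cut at about 29% in these data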;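 also: 0% = Melanotan II alone and 100% = Melanotan II plus saturating MCL0020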
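System: U2OS-MC4R stable cell line; Technique: Eu-cAMP/anti-cAMP TR-FRET, emission 671 nm; Repeats: single well per compound; Also added: Melanotan II; Dosing: one concentration, 6.5 µM nominal; Schedule: 30-min compound, 1-h challenge, 1-h detection, room temperature.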
MC4R ag barr: MC4R agonists recruiting beta-arrestin, primary screen, cell-based, luminescence, agonist arm of biased-ligand search. Melanocortin receptor 4 (Homo sapiens), P32245. U2OS MC4R beta-arrestin complementation; percent of melanotan II response, DMSO zero. 360,000 compounds, 0.98% hits. activation, % at 8.9 µM;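 active = activation above a per-plate cutoff, the mean activation of sample wells on that plate plus 3 SD, cut at about 8% in these data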
TLR9-MyD88 inh: inhibitors of TLR9-MyD88 association in cells, primary screen, cell-based, CHO, BLA complementation, fluorescence; Toll-like receptor 9 (Homo sapiens) + Myeloid differentiation primary response protein …; CCF4 FRET ratio; inhibition, % at 4.98 µM; 340,000 compounds, 0.21% hits; AID 504734, 2011;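 active = inhibition above the mean over all tested compounds plus 3 SD, cut at about 21% in these data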;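 also: 0% = DMSO only wells and 100% = clavulanate BLA inhibitor control wells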
NR5A2 inv ag: LRH-1 (NR5A2) inverse agonists, primary screen, cell-based, luminescence, HEK293T, StAR-luciferase reporter. Nuclear receptor subfamily 5 group A member 2 (Homo sapiens), O00482. LRH-1 transfected, 24 h. inhibition, % at 3.6 µM. 360,000 compounds, 0.13% hits. AID 602396, 2012;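 active = inhibition above the mean inhibition of all tested compounds plus 3 SD, cut at about 73% in these data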;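 also: 0% = DMSO wells and 100% = reporter-only cells lacking LRH-1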
NCOA2 inhibitor: inhibition of GAL4-SRC2 driven luciferase reporter, primary screen, SRC2 inhibitor project, cell-based, luminescence; inhibition, % at 9 µM; HEK293 GAL4-SRC2 luciferase reporter; Nuclear receptor coactivator 2 (Homo sapiens), Q15596; 370,000 compounds, 0.17% hits;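 active = inhibition above the mean inhibition of all tested compounds plus 3 SD, set per campaign, cut at about 52% in these data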;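 also: 0% = DMSO treated cells and 100% = cells given Gossypol at 36 µM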
EBV LMP1 NFkB: EBV LMP1-driven NF-kappaB luciferase reporter inhibitors, primary screen, cell-based, luminescence, single point; LMP1-induced NF-kappaB luciferase reporter cells; 350,000 compounds, 0.69% hits; AID 504558, 2011; inhibition, % at 12.5 µM; in the data active = inhibition above about 41%;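 also: 0% = neutral control wells and 100% = reference inhibitor control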
NR2F2 inh: NR2F2 transcriptional activity inhibitors, primary screen, cell-based, luciferase reporter, HEK293T, luminescence. COUP transcription factor 2 (Homo sapiens), P24468. HEK293T NGFI-A luciferase reporter. inhibition, % at 8.6 µM. 370,000 compounds, 0.7% hits. AID 686940, 2013;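 active = inhibition above a per-plate cutoff, mean inhibition of test wells between control levels plus 3 SD, cut at about 38% in these data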;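 also: cells cotransfected with COUP-TFII expression vector driving the NGFI-A reporter; 0% = median of COUP-TF2 test wells and 100% = reporter-only cells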
* hit, by the source's call.

How did CCOC(=O)C1=C(COC(=O)COc2ccc(C#N)cc2)NC(=O)NC1C (stereo unspecified) do in these assays?
SRC3 inh: -10.2; NOD2-RIPK2 inh: -10.7; SRC1 inh: 12.4; ABHD5-PLIN5 inh: -5.5; MC4R antag cAMP: 9.5; MC4R ag barr: -4.8; TLR9-MyD88 inh: 5.0; NR5A2 inv ag: -7.6; NCOA2 inhibitor: 3.9; EBV LMP1 NFkB: -0.6; NR2F2 inh: -11.9

Results for COc1ccc(N(CC(=O)Nc2cc(OC)c(OC)cc2C(=O)O)S(=O)(=O)c2c(C)noc2C)cc1 ?
SRC3 inh: 3.6; NOD2-RIPK2 inh: -12.9; SRC1 inh: 6.3; ABHD5-PLIN5 inh: -10.5; MC4R antag cAMP: -2.2; MC4R ag barr: -0.9; TLR9-MyD88 inh: -2.6; NR5A2 inv ag: -15.5; NCOA2 inhibitor: 14.4; EBV LMP1 NFkB: -4.1; NR2F2 inh: -9.5

What do the screens show for `COc1ccc(Cl)cc1NC(=O)CN(c1ccccc1)S(=O)(=O)N(C)C`?
SRC3 inh: -5.8; NOD2-RIPK2 inh: -9.2; SRC1 inh: 4.8; ABHD5-PLIN5 inh: -6.2; MC4R antag cAMP: 9.6; MC4R ag barr: -0.6; TLR9-MyD88 inh: -1.6; NR5A2 inv ag: -20.4; NCOA2 inhibitor: -3.6; EBV LMP1 NFkB: -1.4; NR2F2 inh: 2.6

What do the screens show for `Cc1cnc(NC(=O)CSc2c(Cl)cccc2Cl)s1`?
SRC3 inh: 2.4; NOD2-RIPK2 inh: -5.1; SRC1 inh: 7.1; ABHD5-PLIN5 inh: -6.6; MC4R antag cAMP: 2.9; MC4R ag barr: -2.1; TLR9-MyD88 inh: -12.1; NR5A2 inv ag: -2.1; NCOA2 inhibitor: -2.5; EBV LMP1 NFkB: -28.8; NR2F2 inh: 12.4

How did CC(=O)c1ccc(-n2c(C)ccc2-c2ccccc2)cc1 do in these assays?
SRC3 inh: -34.9; NOD2-RIPK2 inh: -2.8; SRC1 inh: -16.6; ABHD5-PLIN5 inh: 13.1; MC4R antag cAMP: 11.0; MC4R ag barr: 1.4; TLR9-MyD88 inh: 3.3; NR5A2 inv ag: -21.9; NCOA2 inhibitor: -42.0; EBV LMP1 NFkB: -0.3; NR2F2 inh: -13.0

How did O=C(NCCCN1CCOCC1)C(c1ccccc1)c1ccccc1 do in these assays?
SRC3 inh: -4.0; NOD2-RIPK2 inh: 1.7; SRC1 inh: -5.5; ABHD5-PLIN5 inh: 1.1; MC4R antag cAMP: 1.2; MC4R ag barr: 0.5; TLR9-MyD88 inh: -5.1; NR5A2 inv ag: 10.7; NCOA2 inhibitor: -11.0; EBV LMP1 NFkB: -0.6; NR2F2 inh: -4.5

What do the screens show for `C=CCNc1oc(COc2ccc(C)cc2)nc1C#N`?
SRC3 inh: 6.1; NOD2-RIPK2 inh: -1.8; SRC1 inh: -15.0; ABHD5-PLIN5 inh: 2.6; MC4R antag cAMP: 11.5; MC4R ag barr: -1.2; TLR9-MyD88 inh: -8.2; NR5A2 inv ag: -15.0; NCOA2 inhibitor: -23.7; EBV LMP1 NFkB: -12.0; NR2F2 inh: 0.8

How did O=c1[nH]c(Cc2ccc(Cl)cc2)nc2ccccc12 do in these assays?
SRC3 inh: 1.5; NOD2-RIPK2 inh: -9.8; SRC1 inh: -13.3; ABHD5-PLIN5 inh: 2.5; MC4R antag cAMP: 3.1; MC4R ag barr: 1.0; TLR9-MyD88 inh: -7.8; NR5A2 inv ag: 8.6; NCOA2 inhibitor: -7.2; EBV LMP1 NFkB: -8.6; NR2F2 inh: -7.0

Results for CCn1cc(C(=O)N2CCOCC2)c(=O)c2cc(S(=O)(=O)N(C)C)ccc21 ?
SRC3 inh: 18.1; NOD2-RIPK2 inh: 8.2; SRC1 inh: -0.2; ABHD5-PLIN5 inh: 2.2; MC4R antag cAMP: -0.3; MC4R ag barr: -1.6; TLR9-MyD88 inh: 4.2; NR5A2 inv ag: -13.1; NCOA2 inhibitor: -4.6; EBV LMP1 NFkB: 1.8; NR2F2 inh: 3.7

How did COc1ccccc1NS(=O)(=O)c1cc(NC(=O)c2cccs2)ccc1N1CCOCC1 do in these assays?
SRC3 inh: 8.3; NOD2-RIPK2 inh: 8.0; SRC1 inh: -12.7; ABHD5-PLIN5 inh: 5.9; MC4R antag cAMP: -4.9; MC4R ag barr: 1.6; TLR9-MyD88 inh: -5.8; NR5A2 inv ag: 8.2; NCOA2 inhibitor: -31.6; EBV LMP1 NFkB: -6.7; NR2F2 inh: -1.0

Results for COC(=O)c1c(NC(=O)CC2SCC(C(=O)OC)NC2=O)sc2c1CCCC2 (stereo unspecified) ?
SRC3 inh: 9.8; NOD2-RIPK2 inh: 4.1; SRC1 inh: -19.5; ABHD5-PLIN5 inh: -4.6; MC4R antag cAMP: 29.2*; MC4R ag barr: 1.2; TLR9-MyD88 inh: 0.6; NR5A2 inv ag: -4.8; NCOA2 inhibitor: 12.6; EBV LMP1 NFkB: -10.0; NR2F2 inh: 2.3

What do the screens show for `O=C(Nc1ccc(N2CCOCC2)nc1)c1cccs1`?
SRC3 inh: -41.0; NOD2-RIPK2 inh: -5.9; SRC1 inh: -29.2; ABHD5-PLIN5 inh: 1.8; MC4R antag cAMP: -6.7; MC4R ag barr: 0.0; TLR9-MyD88 inh: 6.3; NR5A2 inv ag: -72.2; NCOA2 inhibitor: -16.5; EBV LMP1 NFkB: -2.3; NR2F2 inh: 0.2

How did COc1ccccc1/C=C/C(=O)NCC(=O)N/N=C/c1ccc(C)o1 do in these assays?
SRC3 inh: -1.0; NOD2-RIPK2 inh: -5.0; SRC1 inh: 6.8; ABHD5-PLIN5 inh: -0.2; MC4R antag cAMP: 0.8; MC4R ag barr: 0.8; TLR9-MyD88 inh: -2.5; NR5A2 inv ag: 7.5; NCOA2 inhibitor: -1.5; EBV LMP1 NFkB: -7.4; NR2F2 inh: 17.3

How did Cc1ccc(SCCc2ccc(C)nc2)cc1 do in these assays?
SRC3 inh: -27.5; NOD2-RIPK2 inh: 0.6; SRC1 inh: -20.6; ABHD5-PLIN5 inh: 1.6; MC4R antag cAMP: 13.2; MC4R ag barr: 3.1; TLR9-MyD88 inh: -6.2; NR5A2 inv ag: -28.2; NCOA2 inhibitor: -22.5; EBV LMP1 NFkB: -2.1; NR2F2 inh: 10.0

What do the screens show for `O=C(CCCC(=O)OCC(F)(F)C(F)F)Nc1ccccc1F`?
SRC3 inh: -0.8; NOD2-RIPK2 inh: 3.9; SRC1 inh: 12.0; ABHD5-PLIN5 inh: 0.9; MC4R antag cAMP: -7.1; MC4R ag barr: -2.5; TLR9-MyD88 inh: 3.9; NR5A2 inv ag: 0.9; NCOA2 inhibitor: 20.2; EBV LMP1 NFkB: 1.6; NR2F2 inh: 11.2

How did CC1CCCC(C)N1/N=C/c1ccc(Cl)cc1 (stereo unspecified) do in these assays?
SRC3 inh: -3.5; NOD2-RIPK2 inh: 1.2; SRC1 inh: -8.8; ABHD5-PLIN5 inh: 1.1; MC4R antag cAMP: 9.6; MC4R ag barr: -0.5; TLR9-MyD88 inh: -5.5; NR5A2 inv ag: -9.4; NCOA2 inhibitor: 15.2; EBV LMP1 NFkB: -2.2; NR2F2 inh: 6.7

What do the screens show for `Cc1ccc(-c2cn3c(=O)cc(C)[nH]c3n2)cc1`?
SRC3 inh: -90.9; NOD2-RIPK2 inh: 6.4; SRC1 inh: -88.1; ABHD5-PLIN5 inh: -1.7; MC4R antag cAMP: -1.5; MC4R ag barr: -0.2; TLR9-MyD88 inh: 5.0; NR5A2 inv ag: -138.9; NCOA2 inhibitor: -15.7; EBV LMP1 NFkB: -2.3; NR2F2 inh: -36.9

How did COc1cccc(C(=O)NCCCNc2nc3cc(C)cc(C)c3cc2C#N)c1 do in these assays?
SRC3 inh: -20.5; NOD2-RIPK2 inh: -4.3; SRC1 inh: -16.7; ABHD5-PLIN5 inh: -4.4; MC4R antag cAMP: -4.3; MC4R ag barr: -2.1; TLR9-MyD88 inh: -13.4; NR5A2 inv ag: -12.1; NCOA2 inhibitor: 17.9; EBV LMP1 NFkB: 5.6; NR2F2 inh: -15.3

Results for Cc1ccc(NC(=O)COc2ccc(/C(N)=N/O)cc2)cc1C ?
SRC3 inh: 17.1; NOD2-RIPK2 inh: -7.0; SRC1 inh: 6.6; ABHD5-PLIN5 inh: 0.7; MC4R antag cAMP: 3.6; MC4R ag barr: -1.6; TLR9-MyD88 inh: 11.0; NR5A2 inv ag: 7.4; NCOA2 inhibitor: -2.7; EBV LMP1 NFkB: -9.0; NR2F2 inh: -7.2

What do the screens show for `Cc1ccc(S(=O)(=O)CCC(=O)OCc2ccc(Cl)c(Cl)c2)cc1`?
SRC3 inh: 8.7; NOD2-RIPK2 inh: -2.4; SRC1 inh: 10.8; ABHD5-PLIN5 inh: 0.8; MC4R antag cAMP: 0.7; MC4R ag barr: 1.7; TLR9-MyD88 inh: -5.3; NR5A2 inv ag: 27.9; NCOA2 inhibitor: 10.7; EBV LMP1 NFkB: -2.8; NR2F2 inh: -4.1

Results for CC1Cc2ccccc2N1C(=O)CSc1nc2ccccc2n1CC(=O)N1CCOCC1 (stereo unspecified) ?
SRC3 inh: 8.5; NOD2-RIPK2 inh: 3.4; SRC1 inh: 6.2; ABHD5-PLIN5 inh: -2.7; MC4R antag cAMP: 5.9; MC4R ag barr: -1.6; TLR9-MyD88 inh: -16.2; NR5A2 inv ag: 3.6; NCOA2 inhibitor: -9.3; EBV LMP1 NFkB: -3.1; NR2F2 inh: -30.6

Some of the compounds tested; the hit share may differ from the screen's.
